Screening results: PubChem, several laboratories
S1P2 ag: agonists of human S1P2 receptor. O95136. S1P2-expressing cell line, agonist reporter read-out. activation, % at 4.5 µM. 97,000 compounds, 0.46% hits. AID 729; in the data active means activation above about 16%;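 further: 0% = vehicle low control and 100% = maximal reference agonist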
Target sequence (O95136 whole entry, looked up): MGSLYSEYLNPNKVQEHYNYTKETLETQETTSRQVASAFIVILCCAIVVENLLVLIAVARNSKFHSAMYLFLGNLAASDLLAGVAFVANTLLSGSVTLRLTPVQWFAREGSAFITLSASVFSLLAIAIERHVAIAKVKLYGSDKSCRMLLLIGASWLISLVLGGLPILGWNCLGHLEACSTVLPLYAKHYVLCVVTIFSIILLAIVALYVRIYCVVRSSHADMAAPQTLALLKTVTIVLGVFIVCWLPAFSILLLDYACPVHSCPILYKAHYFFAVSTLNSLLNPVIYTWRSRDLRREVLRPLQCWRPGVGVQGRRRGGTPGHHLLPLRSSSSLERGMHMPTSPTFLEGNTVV
Lung fibro prol: blocks proliferation of human lung fibroblasts; LL 47 human lung fibroblast viability, ATP luminescence; hits give low values; viability, % at 10 µM; 85,000 compounds, 1.1% hits;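 active means viability at or below 50% in the single dose screen; inactive means viability above 50%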;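 further: compound exposure lasted 72 h before the ATP readout; 100% = median luminescence of untreated cell-only wells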
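Benchmarks: Cell-only wells, no compound | Test system: LL 47 human lung fibroblasts, passage 12 or lower | Input: 1,150 cells/well | Measured by: CellTiter-Glo luminescence measuring cellular ATP | Medium: IMEM, 15% FBS supplement | Schedule: Overnight attachment after seeding, then 72 h compound exposure at 37 °C | Doses: Compound addition at 0.1% DMSO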
PostGolgi yeast: growth inhibition of a yeast mutant, post-Golgi transport screen; post-Golgi transport phenotypic cell assay; inhibition, % at 10 µM; 98,000 compounds, 0.9% hits;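 further: yeast cells grown in 1536-well plates; yeast grown about 18 h at 30C before absorbance read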
hDAT+cocaine: changed human dopamine transporter uptake under cocaine IC80; Q01959; LLC-PK1 hDAT cells, [14C]-dopamine uptake with cocaine IC80; actives deviate in either direction; B-score at 10 µM; 110,000 compounds, 1.3% hits; AID 449768;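 active means Z score or B-score, a plate-position-corrected score, falls beyond the plate's 99.7% confidence bounds, in either direction; inactive means both scores lie inside the 99.7% bounds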;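 further: scored against the spread of the other compound wells on the same plate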
Target sequence (Q01959 whole entry, looked up): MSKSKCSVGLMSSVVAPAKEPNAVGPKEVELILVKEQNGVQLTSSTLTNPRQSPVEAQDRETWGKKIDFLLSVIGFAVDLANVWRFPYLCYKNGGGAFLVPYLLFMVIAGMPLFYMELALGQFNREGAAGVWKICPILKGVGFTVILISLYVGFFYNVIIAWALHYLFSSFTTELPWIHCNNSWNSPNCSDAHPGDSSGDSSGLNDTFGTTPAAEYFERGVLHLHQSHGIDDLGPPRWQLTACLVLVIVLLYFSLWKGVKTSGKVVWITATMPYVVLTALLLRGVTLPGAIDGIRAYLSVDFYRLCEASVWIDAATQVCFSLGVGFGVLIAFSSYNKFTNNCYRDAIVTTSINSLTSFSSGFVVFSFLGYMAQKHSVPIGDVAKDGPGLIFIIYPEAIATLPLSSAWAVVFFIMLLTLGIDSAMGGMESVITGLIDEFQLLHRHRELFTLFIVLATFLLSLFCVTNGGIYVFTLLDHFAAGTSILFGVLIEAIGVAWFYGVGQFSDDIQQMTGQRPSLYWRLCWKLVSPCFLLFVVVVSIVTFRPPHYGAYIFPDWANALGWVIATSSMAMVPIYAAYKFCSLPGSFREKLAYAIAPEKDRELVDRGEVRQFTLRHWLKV
Ecoli WT expand: growth inhibitors of E. coli BW25113 wild type; OD600 absorbance; growth inhibition, % at 100 µM; 98,000 compounds, 0.15% hits;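 active means growth inhibition above about 50% at one test dose, limit read from the data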;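 further: growth measured after 20 h incubation at 37 °C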
PostGolgi ctrl: yeast control strain growth, post-Golgi counter-screen; 98,000 compounds, 5% hits; inhibition, % at 10 µM; efflux-deficient yeast background strain, growth absorbance A615, 16 h
H69AR growth 86K: growth inhibitors of human H69AR lung tumor cells. H69AR lung tumor viability, ATP luminescence, 72 h; hits give low values. viability, % at 10 µM. 85,000 compounds, 6% hits;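 active means viability at or below 40%; inactive means viability above 40%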;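 further: multidrug resistant small cell line overexpressing MRP-1 efflux transporter; 100% = mean luminescence of untreated control wells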
HUVEC prolif 384: blocks proliferation of human endothelial cells; HUVEC proliferation, CellTiter-Glo luminescence, 72 h; hits give low values; viability, % at 10 µM (by protocol); 86,000 compounds, 1.1% hits;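 active means viability at or below 30%; inactive means viability above 30%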;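 further: 100% = median luminescence of DMSO-only cell control wells on each plate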
S1P2 blocker: antagonists of human S1P2 receptor | 97,000 compounds, 0.21% hits | inhibition, % at 5 µM | O95136 | cell-based S1P2 antagonist assay, inhibition at 5 uM; in the data active means inhibition above about 45%;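 further: CRE beta-lactamase reporter cells expressing human S1P2 stimulated with S1P; 0% = agonist at EC80 alone and 100% = agonist plus reference antagonist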
An asterisk follows results filed as active; . = not tested or not shown. Unless noted, no stated cut-off is given here; in the data, active means inhibition above about 30%; inactive means the rest. This is a random part of the collection. About 11% of those tested had a hit in this group.

SMILES	S1P2 ag	Lung fibro prol	PostGolgi yeast	hDAT+cocaine	Ecoli WT expand	PostGolgi ctrl	H69AR growth 86K	HUVEC prolif 384	S1P2 blocker
N#CC1=C(N)NC(SCC(=O)Nc2ccccc2)=C(C#N)C12CCCC2	-7	.	-1	2	7	25	.	.	-1
Cc1cccc(C(=O)N2c3ccccc3C(=O)OC2c2ccc3c(c2)OCO3)c1 (configuration not stated)	1	.	-3	.	-6	13	.	.	-6
O=C(CN(Cc1ccccc1Cl)C(=O)c1ccc(CN2CCOCC2)o1)NCc1ccccc1	-2	94	0	0.028	3	0	95	98	23
O=C(Nc1cc(Cl)cc(Cl)c1)c1cccc(OC(F)F)c1	-3	.	59*	-0.1	28	33*	.	.	-5
COc1ccc2c(C(=O)CN(C)C3CCCCC3)c[nH]c2c1	-6	92	5	1.3	-1	-1	47	82	4
NC(=O)C1(N2CCCCC2)CCN(C(=O)CCCn2c(=O)[nH]c3ccsc3c2=O)CC1	.	99	9	0.68	-4	9	75	106	.
O=S(=O)(Nc1ccc(-c2nc3cccnc3s2)cc1)c1ccc(Cl)s1	4	103	20	-1.6	-4	48*	67	85	-13
Cc1nc(CC(=O)c2ccc(O)cc2O)cs1	-5	102	4	-1.3	14	-7	100	107	-9
COc1cc(/C=C(\C#N)c2nc3ccccc3[nH]2)cc(Br)c1OCc1ccc(F)cc1	5	.	2	0.19	-3	28	.	.	27
COCCn1nnnc1C(C(C)C)N1CCN(C(=O)c2ccco2)CC1 (configuration not stated)	-6	97	1	-1.6	-2	1	95	93	1
COc1ccc(CC(=O)Nc2ccc(-c3noc(-c4cc(OC)c(OC)c(OC)c4)n3)cc2)cc1	0	98	-1	-0.13	-22	-9	21*	57	14
COc1ccc2cnn(CCOc3ccccc3)c(=O)c2c1OC	1	.	-5	-0.55	0	2	100	93	-2
Cn1c(=O)n(CCC(=O)O)c2ccccc21	-5	.	0	-0.68	3	22	.	.	17
Cc1ccnc2nc(C(=O)OCCOc3ccccc3)nn12	-5	122	5	-0.0099	8	0	104	108	7
O=C(NNC(=O)C1CC1)c1ccc(-c2ccccc2)cc1	-2	.	4	-0.62	-10	10	.	.	-15
O=C1NC(=O)C(CC(=O)N(Cc2ccco2)C2(C(=O)NC3CCCCC3)CCCCC2)N1 (configuration not stated)	.	106	1	-0.53	4	15	97	100	.
Cc1cc2ncn(C(=O)c3c(-c4ccccc4Cl)noc3C)c2cc1C	-7	91	1	0.23	-4	4	93	102	-24
Cc1nn(CCC#N)c(NC(=O)c2ccc(Cl)cc2)c1P(=O)(Nc1ccc([N+](=O)[O-])cc1)N1CCOCC1 (configuration not stated)	-8	105	-1	-5.6*	-2	4	84	117	13
CCCC(=O)c1ccc(N2CCCC2)c(F)c1	2	106	.	0.83	.	.	98	105	-20
CCOC(=O)c1cnc2cc(C)nn2c1C	-1	108	0	-1.2	3	0	104	106	-11
CCN1CCN(P2(=O)C=C(c3ccccc3)OC(c3ccccc3)=C2)CC1	-7	109	3	0.0026	7	11	83	111	26
CCOc1ccccc1C1CC(=O)Nc2cc3c(cc21)OCO3 (configuration not stated)	-9	.	4	-1.4	-11	15	.	.	23
COc1ccc2nc(NC(=O)c3cccc(S(=O)(=O)N4CCOCC4)c3)sc2c1	-10	110	-4	0.29	-11	20	41	81	10
CN(C)S(=O)(=O)c1ccc2nc(NC(=O)c3cccs3)sc2c1	-2	110	-10	-0.82	-6	14	29*	79	-5
CC(=O)N1CN(Cc2ccccn2)Cc2c1sc1c2CCCC1	-5	108	2	0.037	8	36*	76	98	6
CN=C1c2c(-c3ccccc3)c3cc(OC)ccc3n2CCN1C	-2	89	-12	-0.61	2	1	56	77	12
CCCCn1c(SCC(=O)Nc2ccc(OC)cc2)nc2ccc(N3CCOCC3)cc2c1=O	-4	95	4	0.44	-2	14	46	72	-17
CCOC(=O)C1(C)/C(=N/Nc2ccccc2)C(=O)C(=O)N1c1ccccc1 (configuration not stated)	-3	100	-9	-0.075	-7	22	77	86	-31
O=C(NNC(=S)NC(=O)c1cccnc1)c1ccccc1	-10	.	-9	0.011	53*	-7	.	.	16
C=C(C)C1CCC(C)=C1COC(=O)Nc1ccccc1 (configuration not stated)	-3	.	3	0.21	-13	24	.	.	18
CC(C)Nc1cc(C(F)(F)F)nc(-c2ccccn2)n1	-12	.	-7	-1.1	2	-5	.	.	7
CCOc1ccc(NC(=O)CCN2CCCCC2)cc1	-5	.	2	-0.34	-2	5	97	93	13
O=C(Nc1cccc2ccccc12)c1cnccn1	.	101	2	-0.085	-6	-3	76	98	.
CC12CN3CCN(CC(C3)C1(O)CN1CCCCC1)C2 (configuration not stated)	-8	105	-4	0.74	1	8	89	95	11
COCCNC(=O)CN(C(=O)CCC(=O)Nc1cc(C)on1)c1cccc(C)c1C	-3	102	-3	0.25	-1	-2	93	105	-19
CCOC(=O)C1CCN(CC(=O)Nc2cc(C)nn2-c2nc3ccccc3s2)CC1	-4	94	0	-0.66	-12	13	28*	73	-8
Cc1c(CCO)c(=O)n(-c2ccccc2)n1S(=O)(=O)c1ccc(F)cc1	0	98	-6	0.21	-14	-5	76	97	-39
CCCCC(OC(=O)c1cc2occc2n1C)C(=O)NCC1CCCO1 (configuration not stated)	-3	96	-3	0.86	4	21	92	95	23
COc1cc2nc(NC(=O)c3ccc(Cl)cc3)[nH]c(=O)c2cc1OC	6	106	-14	1.1	-7	6	75	88	-27
Cc1cc(C)cc(N2CCCn3c2nc2c3c(=O)n(CCN3CCOCC3)c(=O)n2C)c1	-9	93	-5	0.65	0	-4	84	98	-5
CC(C)NC(=O)CC1Nc2c3ccccc3nc(=S)n2C1=O (configuration not stated)	-3	.	13	-0.18	4	-4	.	.	9
CCOC(=O)c1cnc(SCC(=O)NCc2ccco2)nc1N	0	93	-1	-0.4	1	4	91	94	5
O=C(Nc1ccc(Cl)c(Cl)c1)N1CCC(N2CCCCC2)CC1	-11	.	-5	-0.55	12	7	.	.	17
O=C(NCCN1CCOCC1)c1cc2ccccc2[nH]1	-4	97	9	-0.17	-10	-5	84	101	-5
CCc1ccccc1OCCOc1ccc(C)cc1OC	-4	.	3	-0.05	1	2	.	.	-4
Cc1ccnc(NC(=S)NC(=O)c2ccco2)c1	-4	.	-8	.	-10	14	.	.	17
CCC(C)N1CC23C=CC(O2)C(C(=O)OC)C3C1=O (configuration not stated)	.	105	1	-0.38	-15	-9	98	96	.
CCOc1ccccc1CNC(=O)CCNC(=O)Cn1ccc2ccccc2c1=O	-4	97	-5	-0.38	-9	-6	80	108	10
COc1ccc(NC(=O)CSc2nnc(COc3ccccc3)n2Cc2ccco2)cc1OC	-6	102	-6	0.24	-13	14	86	95	21
CCCCn1c(NCCC)nc2c1c(=O)[nH]c(=O)n2C	0	99	5	0.046	-3	1	90	107	-30
CC(C)COc1ccc(C(=O)CCN2CCCCC2)cc1	-6	68	-4	-0.032	12	44*	56	88	14
Cc1ccc(-c2ccc(CCC(=O)O)n2-c2cccc(O)c2)cc1	-1	103	9	0.44	1	5	99	100	8
O=C(CSc1nnc(-c2ccc(OC(F)F)cc2)o1)NC(=O)NCc1ccco1	-7	.	3	-0.85	-13	1	86	92	4
O=C1CC(c2ccccc2)n2ncnc2N1 (configuration not stated)	-2	107	28	-1.1	8	-12	90	96	5
Cc1ccc(CN2C(=O)c3ccccc3C2C(=O)NCC2CCCO2)cc1 (configuration not stated)	-5	102	4	-0.44	9	-2	94	102	0
COC(C)(C)[C@]12CC(O)(C(C)C)ON1[C@H]1CCCCC1N2O (some centres not stated)	-3	98	-2	-0.25	-8	24	85	92	6
Cc1c(NC2=C(Cl)C(=O)N(c3ccccc3)C2=O)c(=O)n(-c2ccccc2)n1C	-1	100	7	-1.5	4	31*	4.8*	106	21
Cc1cc(NS(=O)(=O)c2ccc(NC(=O)COc3ccc(Cl)cc3)cc2)no1	-6	99	-17	.	1	10	102	92	7
O=C(CN(C1CCCCC1)S(=O)(=O)c1ccc(Cl)cc1)NCCCO	.	96	-4	0.45	-1	1	84	95	.
CCn1cc(S(=O)(=O)CC(=O)Nc2ccc3c(c2)OCCO3)c2ccccc21	-5	103	-5	3.1	7	23	98	97	11
Next section:
SMILES	S1P2 ag	Lung fibro prol	PostGolgi yeast	hDAT+cocaine	Ecoli WT expand	PostGolgi ctrl	H69AR growth 86K	HUVEC prolif 384	S1P2 blocker
CCOC(=O)CNC(=O)C(CC(C)C)NC(=O)C1CCCCC1 (configuration not stated)	-5	97	-1	-0.022	1	3	95	111	-9
CCc1ccc(S(=O)(=O)NCc2csc(-c3cccnc3)n2)s1	.	89	2	-0.17	2	4	91	103	.
CC(C)[C@H](Nc1nc(-c2ccccc2)nc2c1oc1ccccc12)C(=O)O	-10	97	15	0.85	3	5	84	71	2
O=C(Cc1cccc2ccccc12)OCn1nnc2ccccc2c1=O	-2	105	-5	-0.3	-10	16	97	109	27
CCOc1ccc(-n2c(=O)c3c4c(sc3n(CC(=O)NCc3ccco3)c2=O)CCC4)cc1	0	101	0	-0.38	-13	8	82	73	23
Cc1cc2nc(-c3ccc(SCC(=O)N4CCc5ccccc54)nc3)[nH]c2cc1C	-3	.	-13	1.6	-17	19	.	.	-1
CC(C)(C)C(=O)Nc1ccccc1N1CCN(C(=O)c2ccc(Cl)cc2)CC1	-3	.	4	0.79	-6	18	92	94	23
CCOC(=O)c1sc(NC(=O)Nc2ccc(Cl)cc2)cc1C	0	.	3	0.11	22	62*	.	.	12
CCOc1ccc2c(C)c(C(=O)O)oc2c1OCC	-4	107	0	-0.69	-2	15	81	101	-7
Cc1ccc(CNC(=O)Nc2ccccc2)cc1	-6	103	2	0.26	7	1	98	91	-1
CCOC(=O)c1ccc(NC(=O)CSc2nc(SC)ns2)cc1	-4	85	0	-0.27	22	5	75	89	4
COc1ccc(S(=O)(=O)NC(CC(=O)NCCc2ccc(OC)c(OC)c2)c2ccco2)cc1 (configuration not stated)	-1	110	-2	-0.46	-11	4	79	103	20
CCn1c(-c2ccccc2O)n[nH]c1=S	0	68	-10	0.021	2	9	100	104	-3
Fc1ccc2nc(Nc3nc4c(s3)CCCC4)sc2c1	-3	93	5	1.3	4	6	36*	81	-2
CC(C)Sc1nc2c(c(=O)[nH]1)C(c1cccs1)C1=C(CC(C)(C)CC1=O)N2 (configuration not stated)	-6	93	2	0.088	3	3	66	103	11
COC(=O)c1cc2ccsc2n1Cc1cc(=O)n2ccccc2n1	-6	96	4	2.2	7	7	83	89	8
COC(=O)c1cc(NC(=O)CSc2nnc(CN3CCOCC3)n2C)ccc1Cl	-3	73	-12	0.0096	2	-2	102	93	-2
COc1ccc(Br)cc1C(=O)Nc1cccc(C)c1	-1	91	-3	-0.066	-4	8	76	87	-6
